# eIF4E-4G inh: blocks eIF4E binding to eIF4G; P63073+Q04637; TR-FRET eIF4E-eIF4GI(517-606) binding, 2 h; inhibition, % at 21.7 µM; actives 0.37% (n = 220,000); AID 782;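 further: 0% = full FRET control wells and 100% = background wells lacking eIF4GI fragment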
# Thrombin inh: thrombin (human) inhibition. actives 0.26% (n = 220,000). inhibition, % at 5 µM. AID 1046. alpha-thrombin, Boc-VPR-AMC fluorogenic substrate cleavage;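 active means inhibition at or above 40%; inactive means inhibition below 40%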;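 further: 0% = enzyme with no compound and 100% = wells without enzyme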
#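 System: Human alpha-thrombin protein | Medium: pH 7.5 Tris (50 mM) with NaCl 150 mM, Tween 20 0.05% | Times: Enzyme reaction carried out at room temperature | Detection: AMC fluorescence, 355/460 nm | Evaluation: Percent inhibition scaled between no-compound controls and no-enzyme blanks | Benchmarks: Enzyme without compound as high, wells lacking enzyme as low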
# Rad51 HR inh: Rad51 (human) homologous recombination inhibition. Q06609. hRad51 DNA strand exchange, fluorescence dequenching. inhibition, % at 10 µM. actives 0.085% (n = 200,000). AID 1385;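 active means inhibition above 40% at the single screening dose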;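 further: 0% = DMSO control wells and 100% = blanks with heterologous ssDNA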
#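 Test system: preformed human Rad51 ssDNA filaments. Compound dosing: single dose, 10 µM final compound. Incubation: filaments 15 min 37 °C, then compound 30 min. Technique: FRET fluorescence dequenching, excitation 485 nm, emission 520 nm. Read-out basis: percent inhibition from fluorescence, normalised to plate control and blank means. Benchmarks: plate controls and plate blanks.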
# p47phox inh: blocks human p47phox regulatory protein of NADPH oxidases; AID 1274; inhibition, % at 24.7 µM; p47phox/p22phox peptide binding, fluorescence polarization, 2 h; actives 0.53% (n = 220,000);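 further: 0% = p47phox with labelled peptide and 100% = labelled peptide alone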
# Target sequence (P14598 whole entry, looked up): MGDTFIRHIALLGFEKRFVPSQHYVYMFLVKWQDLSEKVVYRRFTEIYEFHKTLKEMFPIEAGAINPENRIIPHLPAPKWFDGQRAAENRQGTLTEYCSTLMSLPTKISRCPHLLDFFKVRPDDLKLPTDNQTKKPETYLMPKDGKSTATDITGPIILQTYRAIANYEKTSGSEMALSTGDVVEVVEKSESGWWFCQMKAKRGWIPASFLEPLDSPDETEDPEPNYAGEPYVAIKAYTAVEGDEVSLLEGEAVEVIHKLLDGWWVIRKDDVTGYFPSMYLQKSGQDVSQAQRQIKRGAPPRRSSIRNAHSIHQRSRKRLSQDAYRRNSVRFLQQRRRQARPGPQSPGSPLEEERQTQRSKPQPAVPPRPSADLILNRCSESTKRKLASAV
# hK5 inh: inhibitors of human kallikrein 5 | Q9Y337 | inhibition, % at 5 µM | recombinant hK5, fluorogenic AMC substrate cleavage | actives 0.59% (n = 210,000);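 active means inhibition of 40% or more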;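 further: 0% = enzyme controls without compound and 100% = no-enzyme blanks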
# EBV gp42 inh: blocks Epstein-Barr virus glycoprotein 42 binding. Fluorescence polarization binding assay, mP read-out. AID 1085. actives 0.42% (n = 220,000). inhibition, % (tested at 21.74 µM). Q1HVG2; in the data active means inhibition above about 50%
# Target sequence (Q1HVG2 whole entry, looked up): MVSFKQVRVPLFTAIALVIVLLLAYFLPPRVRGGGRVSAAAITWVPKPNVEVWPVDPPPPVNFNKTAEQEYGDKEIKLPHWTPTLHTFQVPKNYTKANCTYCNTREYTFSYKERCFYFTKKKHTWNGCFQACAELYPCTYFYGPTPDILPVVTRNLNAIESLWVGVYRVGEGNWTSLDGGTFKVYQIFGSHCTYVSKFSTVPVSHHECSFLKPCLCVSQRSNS
# KCC2 mod: modulates chloride dependent transport by human KCC2; Q9H2X9; KCC2 cells, thallium flux FluoZin-2 fluorescence; B-score of Tl+ flux slope (higher = more flux/activation; lower = inhibition) at 10 µM; actives 2.2% (n = 190,000);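 active means thallium flux slope and its plate-corrected score both differing from the plate sample mean at a set confidence after two filtering rounds, in either direction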;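 further: slope of fluorescence scaled to starting intensity during 10 to 20 s after thallium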
# 14-3-3 Bad PPI: disrupts binding of bovine 14-3-3 zeta to phospho-Bad peptide | inhibition, % at 21.7 µM | AID 781 | P63103 | TR-FRET 14-3-3zeta/Dy647-pBad peptide displacement, 1 h | actives 0.71% (n = 220,000);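 active means inhibition above about 70%, limit read from the data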;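 further: 0% = full 14-3-3 plus peptide FRET controls and 100% = background without 14-3-3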
# Target sequence (P63103 whole entry, looked up): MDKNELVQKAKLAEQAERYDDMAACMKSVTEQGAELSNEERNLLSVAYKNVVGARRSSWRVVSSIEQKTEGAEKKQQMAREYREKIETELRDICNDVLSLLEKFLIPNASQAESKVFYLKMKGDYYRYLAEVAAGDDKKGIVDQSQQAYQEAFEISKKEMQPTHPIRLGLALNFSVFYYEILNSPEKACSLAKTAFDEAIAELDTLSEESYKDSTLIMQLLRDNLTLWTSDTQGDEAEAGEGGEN
# Furin inhibitor: human furin inhibition. purified furin, fluorogenic substrate cleavage. inhibition, % at 30 µM. actives 0.061% (n = 220,000). AID 463115; in the data active means inhibition above about 25%; further: inactives centre near -15
# * marks the source's active call; other numbers are inactive results; · = not tested or not shown; [ ] = dose if it differs, or a comment.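 How the source made its calls, unless noted: active means inhibition above about 30% (limit read from the data); inactive means the rest.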
Molecule,eIF4E-4G inh,Thrombin inh,Rad51 HR inh,p47phox inh,hK5 inh,EBV gp42 inh,KCC2 mod,14-3-3 Bad PPI,Furin inhibitor
COC(=O)c1ccc(/C=N/N2CCN(Cc3ccccc3Cl)CC2)cc1,-2,-5,·,-1,-3,-1,0.95,-6,-19
CCCn1nnnc1NCc1cc(Br)ccc1OC,4,0,14,-4,1,-18,0.0098,-4,-32
N#C/C(=C/c1ccc(Cl)cc1)NC(=O)c1ccccc1,-10,0,1,-11,-19,-2,0.82,1,-5[20 µM]
COc1ccc(-c2cc(-c3ccc(C)cc3)nc(SCc3nnc(-c4ccccc4)o3)c2C#N)cc1OC,14,-8,-2,-8,-18,-19,0.59,-11,-32
O=C(NN1C(=O)C2C3C=CC(C3)C2C1=O)c1ccncc1 (stereo unspecified),2,-19,2,7,-11,1,0.52,7,-11
Cc1cccc(-c2nnn(C/C(N)=N/O)n2)c1,3,-6,3,0,-1,-11,0.5,-5,-13
COC(=O)c1ccccc1NC(=O)CSc1nnc(C(C)NC(=O)c2ccc(Cl)cc2Cl)n1C (stereo unspecified),0,4,-2,4,-4,-11,·,-25,-18[20 µM]
COc1cc(/C=C2\SC(=S)N(NS(=O)(=O)c3ccccc3)C2=O)ccc1O,0,-7,·,-202,4,-45,-3.2,-4,2
O=C(Nc1ccc(Br)cc1)C1CCCN1S(=O)(=O)c1cccs1 (stereo unspecified),4,-1,4,-8,5,-3,-0.81,-4,-13[20 µM]
CSc1nc2ccc(S(=O)(=O)N3CCOCC3)cc2s1,-10[fluorescence artefact?],-9,7,-3,-12,-3,·,-6[fluorescence artefact?],-3[20 µM]
COc1ccc(-n2c(C)nc(=O)c(-c3ccccc3)c2C)cc1,-4,17,9,2,9,4,0.56,-9,-20[20 µM]
Nc1c(C(=O)N/N=C/c2ccccc2Cl)oc2nc(-c3ccccc3)cc(-c3ccco3)c12,7,-2,-268,-99,0,-6,-0.98,-2,-4
Cc1ccc(-c2noc(-c3ccccc3C(=O)N3CCCC3)n2)cc1,0,-12,-8,-9,-12,-7,·,-4,13
O=C(COc1ccc(Br)cc1CO)Nc1ccc(F)cc1,3[fluorescence artefact?],-4,3,-13,-13,4,-0.58,0,-9[20 µM]
O=C(COC(=O)C1CCN(S(=O)(=O)c2cccs2)CC1)c1ccccc1,-2,2,5,-12,17,-9,-0.7,-4,-30
Cc1cccn2c(=O)c3cc(S(=O)(=O)c4ccccc4)c(=N)n(CC4CCCO4)c3nc12 (stereo unspecified),0,-8,·,-1,-5,-1,-1,6,-25
CC(=O)N1CCc2cc(S(=O)(=O)N3c4ccccc4CC3C)ccc21 (stereo unspecified),-4,-7,-1,5,-24,0,0.94,5,-21[20 µM]
Cc1cccc(Oc2ccc(C(=O)NC3CCSC3=O)cn2)c1C (stereo unspecified),6,3,-2,-10,6,-10,-0.85,2[fluorescence artefact?],-14
COc1cc2c(cc1NC(=O)CSc1nc3cc(Cl)ccc3s1)oc1ccccc12,-3[fluorescence artefact?],0,-8,6,-14,-28,2.2,-6,-6
CCOC(=O)c1c(O)c(O)c(C(=O)OCC)n1-c1ccccc1,-3,0,8,4,-3,-10,·,-19,-13
COc1ccc(CCNC(=O)C2CCN(c3nn4c(=O)cc(C)nc4s3)CC2)cc1OC,4,2,9,-13,-4,-12,0.13,5,-14
CN(C)CCCn1c(SCC(=O)N2CC(=O)Nc3ccccc32)nc2ccccc2c1=O,1,1,5,-3,-2,-11,1.3,-8,-15
CCOC(=O)CSc1nc(-c2ccccc2)ns1,-4,-1,5,7,0,-21,0.41,-1,-29
CCN=C(NCC)SC1CC(=O)N(c2cccc(OC)c2)C1=O (stereo unspecified),3,1,1,-3,-1,-10,2.2,-7[fluorescence artefact?],-24
COc1cc2c(cc1OC)C1=C(C#N)CN(CC(=O)O)CN1CC2,5,-2,·,-1,5,-9,·,0,1
Cc1ccc(-n2c(-c3ccccc3)c[nH]c2=S)cc1,6,-6,·,-2,4,-10,1.5,-4,-20
COc1ccc(C2C3=C(CC(C)(C)CC3=O)Nc3nc(C)nn32)cc1OC (stereo unspecified),6,1,13,-12,-1,-25,0.22,0,-12
Cc1oc2ccc(Br)cc2c(=O)c1-c1nn[nH]n1,-1,-9,13,-7,-10,-12,-0.55,-5,-14
Cc1cc(C)cc(C(=O)NCC(=O)OCC(=O)NCc2ccco2)c1,1,8,·,-10,-3,-19,-0.9,-8,-18
Clc1cc(NCc2cccs2)ccc1N1CCOCC1,15,-6,-1,-6,-6,-12,·,-6,-22

# Retrieved one by one from the entries so far (4):
Molecule,eIF4E-4G inh,Thrombin inh,Rad51 HR inh,p47phox inh,hK5 inh,EBV gp42 inh,KCC2 mod,14-3-3 Bad PPI,Furin inhibitor
COc1cc2c(cc1OC)C1=C(C#N)CN(CC(=O)O)CN1CC2,5,-2,·,-1,5,-9,·,0,1
CCN=C(NCC)SC1CC(=O)N(c2cccc(OC)c2)C1=O (stereo unspecified),3,1,1,-3,-1,-10,2.2,-7[fluorescence artefact?],-24
CCOC(=O)c1c(O)c(O)c(C(=O)OCC)n1-c1ccccc1,-3,0,8,4,-3,-10,·,-19,-13
Cc1oc2ccc(Br)cc2c(=O)c1-c1nn[nH]n1,-1,-9,13,-7,-10,-12,-0.55,-5,-14

# The listing continues.
Molecule,eIF4E-4G inh,Thrombin inh,Rad51 HR inh,p47phox inh,hK5 inh,EBV gp42 inh,KCC2 mod,14-3-3 Bad PPI,Furin inhibitor
CN(C)c1ccc(/C=N/NC(=O)c2ccccn2)cc1,5,-5,7,-8,3,-23,0.69,-4,10
CC#CCNCc1ccccc1,-6,-1,-3,-6,-12,-9,1,6[fluorescence artefact?],-13[20 µM]
O=C(CC1NC(=O)NC1=O)Nc1ccccc1 (stereo unspecified),1[fluorescence artefact?],3,-26,-6,-7,-4,-0.13,1[fluorescence artefact?],-9[20 µM]
O=C1CN(C(=O)CCN2CCOCC2)C(c2ccccc2)c2cc(Br)ccc2N1 (stereo unspecified),8[fluorescence artefact?],2,4,-13,1,-17,0.67,-22[fluorescence artefact?],-12
CCOC(=O)N1CCN(c2ccc([N+](=O)[O-])cc2F)CC1C (stereo unspecified),6[fluorescence artefact?],-4,-7,-1,-26,2,0.82,-9,-2
O=C(CN1CCN(C/C=C/c2ccccc2)CC1)NCc1ccc(Cl)cc1,-3,-6,·,-7,1,-14,-0.006,43,-20
CCCS/C(N)=N/N=C/c1ccccc1O,1,-4,-4,-9,-5,8,-0.7,5,-8[20 µM]
O=C(Nc1ncn[nH]1)c1cccc(S(=O)(=O)N2CCOCC2)c1,3,0,1,-7,-12,-18,2.1,-10,-13
O=C(Cc1noc2ccccc12)Nc1ccc(Cl)cc1,1[fluorescence artefact?],-5,5,-1,-10,-8,0.62,-1,-22
O=C(NCCOc1ccccc1)c1cc(C(=O)NCCOc2ccccc2)cc([N+](=O)[O-])c1,1,-4,24,-18,14,6,-1.3,-7,-12
COc1cc(C2c3c(oc4ccccc4c3=O)C(=O)N2Cc2cccnc2)cc(OC)c1OC (stereo unspecified),-5,6,17,-10,-26,1,0.14,-6,-29
Cc1cc(N2CCOCC2)c2c(N)c(C)cc(C)c2n1,-1,-2,1,-7,-18,-1,·,-4,-15[20 µM]
O=C(NCC1CCCO1)c1ccccc1-c1nc(-c2ccccc2Cl)no1 (stereo unspecified),4,-1,16,6,-2,-3,-1.1,-1,-8
CCOc1cc(/C=N/Nc2nc(Nc3ccccc3)nc(N3CCCCC3)n2)ccc1OCC(=O)O,-2,-9,-7,-19,45*,6,0.025,1,-8
CN(C)NC(=S)Nc1ccc(S(=O)(=O)N2CCCCC2)cc1,4,4,7,-17,0,-14,0.21,-7,-14
CCCc1nn(C)c(C(N)=O)c1[N+](=O)[O-],-2,-16,23,2,-5,-4,0.49,-10,-46
COCCCNCCOCCOc1c(OC)cccc1OC,0,-2,6,-8,-5,3,0.46,4,-14
Cc1cc(NC(=O)c2ccccc2F)ncc1NC(=O)c1cccs1,-6,-6,2,-5,2,-9,0.9,-18,-24
COc1ccc(/C=C2/CCc3ccccc3C2=O)cc1OC,3[fluorescence artefact?],0,·,-5,-9,14,-1.2,4[fluorescence artefact?],-7
Cc1cccc(OCc2nc(C#N)c(N3CC(C)CC(C)C3)o2)c1 (stereo unspecified),1,-3,-4,-13,-13,-17,·,-1,-11
O=C1CC(N2CCOCC2)C(=O)N1CCc1ccccc1 (stereo unspecified),-3,1,9,-12,6,-11,1.2,-3,-19
CC(C)(Oc1ccc(Cl)cc1)C(=O)Nc1cccnc1,13,-5,-3,-15,-26,-13,-0.14,1,-25
COc1ccc(CN2C(=O)NC3(CCCC3)C2=O)cc1F,2,-13,12,4,-4,-6,0.8,-10,-11
Brc1ccccc1-c1nc(-c2ccccc2)no1,-3,-3,4,-13,-11,-6,0.47,11[fluorescence artefact?],-7[20 µM]
COc1ccccc1OCC(=O)NCCC1=CCCCC1,-1[fluorescence artefact?],4,·,-25,1,10,-0.018,-6[fluorescence artefact?],-5
CCOc1ccc(-n2c(=O)[nH]c3sc4c(c3c2=O)CCCC4)cc1,2,-9,-6,-5,-5,1,0.5,-2,-1
Cc1cc(-c2ccc(Cl)cc2)n2ncnc2n1,3,0,4,-2,-6,-14,-0.062,-1,-5
CCOc1ccc(C2C3=C(Nc4nc(N)[nH]c(=O)c42)c2ccccc2C3=O)cc1 (stereo unspecified),-2,-8,2,-9,-6,9,1.1,20,-10
CCOc1cc2c(cc1OCC)C(c1ccccc1)N(c1ccc(C(=O)O)cc1)C(=O)C2 (stereo unspecified),0,-3,9,-1,2,5,-0.044,5,-24
COc1cc2c(cc1OC)-c1nnc(C)n1C(C)(C)C2,2,6,-25,4,-3,-9,0.019,-1,-23
COc1cccc(CCC(=O)O)c1OC,-1,3,4,-6,-23,-7,0.077,-7,-21
CN1CCN(C(=S)c2cn(Cc3ccc(F)cc3)c3ccccc23)CC1,-2,-6,-3,-12,-2,2,·,-19,-8
O=C(Cn1cncn1)N/N=C/c1ccccc1Cl,4,-8,·,-3,1,-3,-0.38,6,-24
COc1cc(/C=N/NC(=O)c2cn(-c3cccc(C)n3)cn2)ccc1O,0,5,12,-12,14,-16,-0.094,-16,-19
Cc1nn(-c2ccccc2)c(C)c1C(=O)OCC(=O)Nc1ccc2c(c1)OCO2,-4[fluorescence artefact?],-13,-5,-5,-22,-2,-1.7,-6[fluorescence artefact?],-19
N#C/C(=C/c1cn(CC(=O)O)c2ccccc12)c1ccc(F)cc1,-1,-10,2,-4,-12,-6,-2.4,-21,7
CCN(C(=O)COC(=O)c1cc(-c2ccccc2)nc2c1c(C)nn2-c1ccc(C)cc1)C1CCS(=O)(=O)C1 (stereo unspecified),3,3,-1,-56,4,-26,-0.021,-20[fluorescence artefact?],-12
O=C(CSc1nc2c(c(=O)n1-c1ccc(Cl)cc1)SCC2)Nc1nccs1,·,3,-13,-9,6,-18,-1,·,0
COc1ccc(-c2nnc(SCC(=O)NCc3cccs3)n2C)cc1,2,-5,-8,-11,0,-10,0.38,-3,-34[20 µM]
CCOCCN(C=O)c1cccc(OC)c1,8,2,3,5,-9,-9,0.47,-11,-10
